Assay outcomes as filed in PubChem BioAssay.
Cycloheximide cs = Cycloheximide Counterscreen for Small Molecule Inhibitors of Shiga Toxin; cell reporter, cycloheximide protein synthesis inhibition counterscreen; AID 2314, 2010; max response, %; 12% of 300,000 active; in the data active = max response mostly above about 13%, no sharp cut-off; inactive = mostly below about 14%; note: read at 38.3 µM for the half of the compounds with a filed dose; 0% is about no effect
Pf growth 48h = Primary qHTS for delayed death inhibitors of the malarial parasite plastid, 48 hour incubation; P. falciparum luciferase growth in erythrocytes, 48 h; Potency, µM (series often up to 28.7 µM), inactives show at the highest dose activity change, negative = inhibition, most hits filed as inhibitors; 5.9% of 310,000 active; AID 504832, 2011; note: potency is the fitted concentration of half-maximal effect; % is set by controls: 0 for no effect and ±100 for the full control effect
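Growth was read as firefly luciferase luminescence after a 48 h, 37 C, 5% CO2 exposure of compounds to reporter-bearing P. falciparum cultures (0.1% parasitemia, 2% hematocrit final) in Albumax-supplemented RPMI 1640.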
Shiga toxin inh = A qHTS for Small Molecule Inhibitors of Shiga Toxin | inhibition, % at 38.7 µM | AID 2315, 2010 | 9.2% of 290,000 active | Vero cells, Shiga toxin protein synthesis inhibition reporter; in the data active = inhibition mostly above about 28%, no sharp cut-off; inactive = mostly below about 43%; note: 0% is about no effect
Pf growth 96h = Primary qHTS for delayed death inhibitors of the malarial parasite plastid, 96 hour incubation. P. falciparum luciferase reporter growth, 96 h. Potency, µM (doses to about 28.7 µM), inactives show at the highest dose activity change, negative = inhibition, hits mostly inhibitors. 6.9% of 320,000 active; note: potency is the fitted concentration of half-maximal effect; % is set by controls: 0 for no effect and ±100 for the full control effect
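Erythrocytes infected with luciferase-expressing P. falciparum were dispensed at 2% hematocrit and 0.05% parasitemia (final), then incubated with compounds 96 hours at 37 C in 5% CO2. Luminescence after detection reagent addition reported growth.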
HCV inh = qHTS Assay for Inhibitors of Hepatitis C Virus (HCV); Huh7.5.1 HCVcc-Cre infection, luciferase reporter, 44 h; Potency, µM (series often up to 41.8 µM), without a hit: at the highest dose activity change, negative = inhibition, usual class: inhibitors; 3.4% of 340,000 active; AID 651820, 2012; note: potency is the fitted concentration of half-maximal effect; % is set by controls: 0 for no effect and ±100 for the full control effect
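Luciferase read-out (15 sec integration) after a 15 min room-temperature substrate step quantifies HCVcc-Cre infection. Cells, 1,000 per well, had compound added 4 h post-plating, then virus at ~0.5 moi, and were cultured 44 h.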
LmPK inh = qHTS Assay for Inhibitors of Leishmania Mexicana Pyruvate Kinase (LmPK); Q27686; purified LmPK, Kinase-Glo ATP luminescence, 1 h; 0.37% of 290,000 active; Potency, µM (doses to about 57.5 µM), for the others: at the top dose activity change, negative = inhibition, actives largely listed as inhibitors; note: potency is the fitted concentration of half-maximal effect; % is set by controls: 0 for no effect and ±100 for the full control effect
Target sequence (Q27686 whole entry, looked up): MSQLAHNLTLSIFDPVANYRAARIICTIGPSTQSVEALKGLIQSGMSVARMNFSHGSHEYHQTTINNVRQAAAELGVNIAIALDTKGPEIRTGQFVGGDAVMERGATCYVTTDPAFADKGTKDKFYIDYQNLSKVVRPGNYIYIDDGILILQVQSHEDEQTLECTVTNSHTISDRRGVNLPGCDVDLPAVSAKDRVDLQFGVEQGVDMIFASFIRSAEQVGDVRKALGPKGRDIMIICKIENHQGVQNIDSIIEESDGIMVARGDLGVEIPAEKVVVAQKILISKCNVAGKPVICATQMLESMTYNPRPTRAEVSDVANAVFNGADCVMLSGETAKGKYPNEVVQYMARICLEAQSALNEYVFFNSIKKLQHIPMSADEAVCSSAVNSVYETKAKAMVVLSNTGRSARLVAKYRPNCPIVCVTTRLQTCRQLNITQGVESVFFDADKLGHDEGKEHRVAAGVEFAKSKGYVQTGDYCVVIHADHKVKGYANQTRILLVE
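Kinase-Glo luminescence read after 1 h RT reaction of 0.1 nM LmPK with 0.5 mM PEP and 0.1 mM ADP. Activity scaled between uninhibited and enzyme-free controls.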
TbPYK inhibitor = qHTS of Trypanosoma Brucei Inhibitors. 0.12% of 410,000 active. Potency, µM (titrated, usually from 76.8 µM), inactives show top-dose activity, negative = inhibition, usual class: inhibitors. pyruvate kinase (Trypanosoma brucei), Q57TT1. TbPYK enzyme, Kinase-Glo Plus ATP luminescence, 45 min; note: potency is the fitted concentration of half-maximal effect; % is set by controls: 0 for no effect and ±100 for the full control effect; nearly all actives have a fitted effect of over 50% in size
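Enzyme and substrate buffer are dispensed first and compound is pin-transferred. ADP at 130 uM final then starts the reaction, which runs 45 min at room temperature. Detection reagent is added for 10 min before luminescence is imaged.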
* = called active by the depositor; ? = inconclusive; . = no result given; [ ] = dose if it differs, or a comment. Unless noted, calls come from the whole dose curve; as a rule, active = well fitted curve in the direction sought with a large enough effect; inconclusive = small, poorly fitted or top-dose-only effect, or another doubt; inactive = no such curve, though single readings can be large; an effect the other way counts as inactive or inconclusive.

1	CCn1cc(C(=O)NCc2ccc(OC)cc2OC)c(=O)c2ccc(C)nc21
2	COCCNC(=O)CN1CCC(NC(=O)C(C)(C)C)CC1
3	Cc1onc(-c2ccccc2)c1CNC(=O)C1COc2ccccc2O1 (stereo unspecified)
4	CSc1nc(N2CCOCC2)nc2ccc(C)cc12
5	CCN(CC)c1ccc(/C=N/NC(=O)CC(C)C)cc1
6	CC(C)S(=O)(=O)C1=NSC2=NC(=O)/C(=C\c3ccc(OC(=O)c4ccco4)cc3)C(=N)N21
7	COc1ccccc1C(=O)C1CCCN(C(=O)c2cn3cc(Cl)ccc3n2)C1 (stereo unspecified)
8	CSc1ccccc1NC(=O)C1CCCO1 (stereo unspecified)
Screen / compound no.,1,2,3,4,5,6,7,8
Cycloheximide cs,-3,-5,0,.,47*,-3,8,9
Pf growth 48h,11%,31%[activator],13µM*,5%,7%,?,21%,0%
Shiga toxin inh,12,1,-14,.,47*,-2,48,6
Pf growth 96h,0%,4%,?,40%[activator],?,39%[activator],-28%,18%
HCV inh,7%,13%,2%,?,2%,-7%,6%,?
LmPK inh,1%,2%,5%,.,7%,0%,1%,1%
TbPYK inhibitor,.,-15%,-6%,1%,5%,1%,-1%,-25%

9	CCOC(=O)c1ccc(S(=O)(=O)N2CCN(CC(=O)NC(=O)NC3CCCCC3)CC2)cc1
10	O=C(Nc1cccc(C(=O)NC2CC2)c1)c1ccc(Cl)c(S(=O)(=O)N2CCOCC2)c1
11	CCOC(=O)/C(C#N)=C/C=C1\C=Cc2ccccc2N1CC
12	Cc1ccc(C(=O)NCc2cccc(C(F)(F)F)c2)cc1S(=O)(=O)N1CCCCC1
13	CCc1cc2c(=O)n(Cc3ccco3)c(SCC(=O)NCC3CCCO3)nc2s1 (stereo unspecified)
14	O=C(Nc1cc(S(=O)(=O)N2CCOCC2)ccc1Cl)C(=O)c1c(-c2ccccc2)cc2ccccn12
15	COc1ccccc1NC(=O)COC(=O)CCn1c(C)csc1=O
16	CCn1c(SCC(=O)Nc2ccc(C)cc2)nnc1-c1cnccn1
Screen / compound no.,9,10,11,12,13,14,15,16
Cycloheximide cs,9,.,-4,.,-3,-2,.,10
Pf growth 48h,?,?,?,?,?,?,-14%,-5%
Shiga toxin inh,-4,.,13,.,-2,30,.,36
Pf growth 96h,0%,13µM*,?,?,2%,.,8%,?
HCV inh,0%,?,?,?,10µM*,?,?,9%
LmPK inh,1%,.,-2%,.,3%,5%,.,-1%
TbPYK inhibitor,4%,2%,-2%,3%,0%,.,-3%,7%

Continued; the last 4 above are carried over.
13	CCc1cc2c(=O)n(Cc3ccco3)c(SCC(=O)NCC3CCCO3)nc2s1 (stereo unspecified)
14	O=C(Nc1cc(S(=O)(=O)N2CCOCC2)ccc1Cl)C(=O)c1c(-c2ccccc2)cc2ccccn12
15	COc1ccccc1NC(=O)COC(=O)CCn1c(C)csc1=O
16	CCn1c(SCC(=O)Nc2ccc(C)cc2)nnc1-c1cnccn1
17	CN(CC(=O)Nc1cccc(F)c1)C(=O)c1ccc(N2C(=O)c3ccccc3C2=O)cc1
18	CCC1CCCCN1C(=O)CCS(=O)(=O)c1ccccc1 (stereo unspecified)
19	CC(=O)N1CC(C)Oc2ccc(S(=O)(=O)NC(CC(=O)O)c3cc(C)ccc3C)cc21 (stereo unspecified)
20	Cc1ccc2c(CN(C)Cc3cccc(Cl)c3)cc(=O)oc2c1C
21	Cc1ccc(-c2nc3ccccc3c(=O)n2-n2cccc2)cc1
22	Oc1[nH]c2ccccc2c1N=Nc1ccccc1F
23	CN(C)S(=O)(=O)c1cccc(NC(=S)NC(=O)c2ccco2)c1
24	C=CCN(C(=O)c1csnn1)C(C(=O)NCc1ccccc1)c1c(F)cccc1Cl (stereo unspecified)
Screen / compound no.,13,14,15,16,17,18,19,20,21,22,23,24
Cycloheximide cs,-3,-2,.,10,.,34*,-1,6.4*,-2,21*,.,-4
Pf growth 48h,?,?,-14%,-5%,20%,83%[activator],0%,-8%[0.00184 µM],61%[activator],241%[activator],11%,-15%
Shiga toxin inh,-2,30,.,36,.,76*,-3,33,-9,125*,.,-14
Pf growth 96h,2%,.,8%,?,0%,1%,12µM*,-4%,17%,?,?,23%
HCV inh,10µM*,?,?,9%,2%,7%,20%,?,4%,?,0%,7%
LmPK inh,3%,5%,.,-1%,.,-4%,6%,0%,-2%,-3%,.,1%
TbPYK inhibitor,0%,.,-3%,7%,5%,2%,6%,-7%,-3%,5%,-2%,-3%

25	O=C(CN1CCN(C(=O)C2CCCO2)CC1)Nc1ccc(F)cc1 (stereo unspecified)
26	CCCOc1c(Cl)cc(C(=O)Nc2ccc3c(c2)OCO3)cc1OCC
27	COC(=O)c1cc2n(n1)CCN(Cc1ccc(F)cc1)C2=O
28	CSc1ncc(CN2CCCC(C(=O)c3cccc(Cl)c3)C2)cn1 (stereo unspecified)
29	CC(Oc1ccc(Br)cc1)c1nc2c3ccccc3nc(=S)n2[nH]1 (stereo unspecified)
30	COc1ccc(C(CCO)NC(=O)c2cccs2)cc1OC (stereo unspecified)
31	c1ccc(N2CCCCC2)c(Nc2nc3ccccc3n3cnnc23)c1
32	CC(c1ccc(F)cc1)n1c(-c2cccs2)n[nH]c1=S (stereo unspecified)
Screen / compound no.,25,26,27,28,29,30,31,32
Cycloheximide cs,-2,-2,-1,-3,18,-3,1,-1
Pf growth 48h,-9%,.,19%,-2%,1.5µM*,61%[activator],?,-14%
Shiga toxin inh,-9,-4,-3,-2,-7,-12,-11,19
Pf growth 96h,-7%,?,21%,5%,?,?,-26%,1%
HCV inh,14%,13µM*,-5%,-14%,-2%,-7%,6.3µM*,5%
LmPK inh,-8%,1%,2%,2%,3%,0%,2%,?
TbPYK inhibitor,-3%,0%,-4%,0%,-15%,5%,2%,7.1µM*

33	O=C(CN1CCN(S(=O)(=O)/C=C/c2ccccc2)CC1)Nc1ccc(N2CCOCC2)cc1
34	CCc1ccc(OCC(=O)N/N=C/c2cc([N+](=O)[O-])ccc2N2CCOCC2)cc1
35	CCOC(=O)N1CCN(C(=O)CNC(=O)c2nn(-c3ccc(OC)c(Cl)c3)c(=O)c3ccccc23)CC1
36	CC(C)Sc1nc2c(c(=O)[nH]c(=O)n2C)n1Cc1ccccc1
37	O=C(CSc1nccn1-c1ccc(Cl)cc1)NCc1ccc2c(c1)OCO2
38	Cc1c(NC(=O)COc2ccc(C(C)C)cc2)c(=O)n(-c2ccccc2)n1C
39	O=C(/C=C/c1ccc(Cl)cc1Cl)Nc1cccc(S(=O)(=O)NC2=NCCCCC2)c1
40	COc1ccccc1C(C)Nc1ccc(S(=O)(=O)N2CCN(C)CC2)cc1[N+](=O)[O-] (stereo unspecified)
Screen / compound no.,33,34,35,36,37,38,39,40
Cycloheximide cs,-1,-3,1,1,-4,1,26*,.
Pf growth 48h,-23%,?,-28%,-5%,.,13%,24%,12µM*
Shiga toxin inh,-7,-12,8,-3,-6,-21,13*,.
Pf growth 96h,-2%,47%[activator],-31%,0%,?,13µM*,47%[activator],17µM*
HCV inh,-1%,?,?,?,-14%,16%,?,11µM*
LmPK inh,1%,4%,-1%,-5%,-2%,-7%,1%,.
TbPYK inhibitor,2%,-6%,2%,-5%,-6%,-8%,4%,-3%

Quoted from the listing:
Cycloheximide cs with `O=C(CN1CCN(C(=O)C2CCCO2)CC1)Nc1ccc(F)cc1` (stereo unspecified) reads -2
HCV inh with `CCc1cc2c(=O)n(Cc3ccco3)c(SCC(=O)NCC3CCCO3)nc2s1` (stereo unspecified) reads 10µM*

Continuation.
41	CC(C)CC1NC(=O)N(CC(=O)Nc2ccc3c(c2)OCCO3)C1=O (stereo unspecified)
42	O=C(NN1CCCCC1)c1ccc(COc2ccc(Cl)cc2)cc1
43	CN(C)CCOC(=O)C12CC3(C)CC(C)(CC(C)(C3)C1)C2
44	CCNC(=O)CCSc1nc2cc(Cl)ccc2o1
45	Cc1noc(C)c1CN1C(=O)NC2(CCCCCCC2)C1=O
46	O=C(NCCN1C(=O)S/C(=C\c2ccccc2F)C1=O)C1CCN(S(=O)(=O)c2cccs2)CC1
47	CN(C)C(CNC(=O)c1ccc(NS(=O)(=O)c2cccc([N+](=O)[O-])c2)cc1)c1ccco1 (stereo unspecified)
48	O=C(CN1CCN(Cc2cccc(F)c2)CC1)NCc1ccccc1
Screen / compound no.,41,42,43,44,45,46,47,48
Cycloheximide cs,.,-3,-3,3,4,-1,-2,-1
Pf growth 48h,15%,6%,16%,-21%,.,-16%,-3%,-6%
Shiga toxin inh,.,-6,-30,2,11,7,14,-8
Pf growth 96h,11%,?,.,10%,?,15%,?,8%
HCV inh,33%[activator],-17%,16%,-7%,10%,6%,1%,-8%
LmPK inh,.,0%,6%,1%,6%,5%,-7%,4%
TbPYK inhibitor,-1%,3%,4%,-6%,-3%,-3%,4%,-2%

49	COc1ccc(C2c3c(oc4ccc(Cl)cc4c3=O)C(=O)N2Cc2ccco2)cc1OC (stereo unspecified)
50	O=C(Cn1cc(C(=O)c2cccs2)c2ccccc21)NCC1CCCO1 (stereo unspecified)
51	CCOC(=O)C1CCN(C(=O)Cn2cc(C(=O)C3CC3)c3ccccc32)CC1
52	C=CCn1c(NCc2ccccc2)nc2ccccc21
53	CN(C)S(=O)(=O)c1cccc(NC(=O)c2ccc(-n3cncn3)c([N+](=O)[O-])c2)c1
54	CSc1cccc(NC(N)=S)c1
55	N#Cc1cn(OCc2ccccc2)c(=O)[nH]c1=O
Screen / compound no.,49,50,51,52,53,54,55
Cycloheximide cs,-7,-4,-3,16*,.,-2,-1
Pf growth 48h,8%,-17%,-12%,42%[activator],-13%,2%,-3%
Shiga toxin inh,-21,-11,-5,51,.,-7,-3
Pf growth 96h,?,.,1%,70%[activator],?,2%,-26%
HCV inh,.,-17%,7%,0%,?,5%,1%
LmPK inh,-6%,0%,-2%,0%,.,7%,2%
TbPYK inhibitor,.,1%,-10%,-5%,4%,-3%,-10%
